Screens as filed in PubChem BioAssay.
CASP6 VEID inh: caspase-6 (human) enzyme inhibition; P55212; 350,000 tested, 0.53% active; purified caspase-6, Z-VEID-R110 cleavage fluorescence; inhibition, % at 12.5 µM;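 active = mean inhibition across replicates at least about 35%, with every replicate also reaching that limit, limit read from the data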;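 also: 0% = median of neutral control wells and 100% = no fluorescence left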
Target sequence (P55212 24-179 limits assumed): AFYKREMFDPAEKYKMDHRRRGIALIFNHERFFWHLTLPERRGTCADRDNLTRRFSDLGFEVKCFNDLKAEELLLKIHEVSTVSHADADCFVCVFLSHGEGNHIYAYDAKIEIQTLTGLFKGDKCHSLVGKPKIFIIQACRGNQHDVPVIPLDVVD
Target sequence (P55212 194-293 limits assumed): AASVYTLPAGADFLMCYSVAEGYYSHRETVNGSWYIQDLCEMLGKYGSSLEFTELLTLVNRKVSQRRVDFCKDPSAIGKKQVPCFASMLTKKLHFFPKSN
EWS-Fli inh: inhibitors of EWS/Fli oncoprotein transcriptional activity; A673 NR0B1-luciferase reporter, viability-normalised; inhibition, % at 12.6 µM; 350,000 tested, 0.67% active;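 active = mean inhibition of at least 50% after viability correction, with every replicate also passing that limit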;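 also: firefly luciferase signal divided by Alamar Blue viability fluorescence both relative to DMSO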
miR122 inh: miR-122 inhibition in Huh7 cells | Huh7 miR-122 Renilla luciferase sensor, 48 h; neutral wells = 0, positive control = 100 | activation (reporter increase), % at 12.5 µM | 340,000 tested, 0.3% active | AID 602342;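 active = mean replicate activation score at least 90 and every replicate individually at or above 90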;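 also: higher luciferase means less miR-122 activity so hits act as miR-122 inhibitors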
PGC1a acetyl inh: modulators of PGC1a acetylation. U2OS PGC1a acetylation, AlphaScreen anti-acetyl-lysine; with virally co-expressed GCN5 acetyltransferase. inhibition, % at 15.6 µM. 350,000 tested, 0.17% active. AID 651687;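 active = every replicate shows inhibition of at least 40%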;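 also: 0% = neutral control wells and 100% = positive control wells; some results beyond the cut were filed as inactive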
LGR2 inh: inhibitors of bursicon-induced Drosophila LGR2 receptor cAMP signaling. AID 720647. 380,000 tested, 0.35% active. inhibition, % at 9.99 µM. HEK293 LGR2, CRE-luciferase, bursicon-stimulated, 4 h;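 active = drop in luminescence signal, shown as inhibition above about 50% in the replicate tests, limit read from the data, passing the limit was not always enough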;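 also: agonist challenge used bursicon conditioned medium at about half maximal strength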
FN deposition inh: fibronectin deposition inhibition. AH1F fibroblasts, Alexa488-fibronectin deposition fluorescence, overnight. inhibition, % at 12.6 µM. 350,000 tested, 0.086% active;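 active = mean inhibition across replicates of 30% or more, regardless of how many single replicates reach that level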;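 also: positive control wells lacked labelled fibronectin entirely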
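Material – AH1F fibroblast monolayer, labelled fibronectin deposition · Reagent – labelled fibronectin 24 nM · Timing – 1 h adhesion, overnight exposure · Measured by – fluorescence at 485 nm excitation, 525 nm emission · Read-out – inhibition of fibronectin deposition signal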
PAX8 reporter: PAX8 transcriptional activity inhibition; RMG-I TPO-luciferase reporter, SteadyGlo, 24 h; inhibition, % at 12.6 µM; 360,000 tested, 1.2% active;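 active = mean replicate inhibition at least 60% with every replicate also reaching 60%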;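 also: luciferase light reporting Pax8 driven TPO promoter activity; plate controls were median of neutral control wells for no effect and mitoxantrone controls for full effect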
Cneo AK release: Cryptococcus neoformans lysis via adenylate kinase release | 360,000 tested, 0.2% active | C. neoformans lysis, adenylate kinase release luminescence, 4 h; normalised: neutral wells 0, clomiphene wells 100 | AID 651654 | lysis activity, % at 15 µM;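 active = mean lysis activity across replicates of at least 80%, whatever share of replicates individually reach that level; inactive = mean lysis activity below 80%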
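Material: C. neoformans cells; Schedule: 4 h static compound exposure, 37 °C, read 1 h post-reagent; Measured by: adenylate kinase release luminescence; Read-out: signal increase indicating cell lysis; Controls: Clomiphene as positive lysis control.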
* = called active by the depositor; · = no result given; & = joins results of further samples; [ ] = remark or other dose.

SMILES	CASP6 VEID inh	EWS-Fli inh	miR122 inh	PGC1a acetyl inh	LGR2 inh	FN deposition inh	PAX8 reporter	Cneo AK release
COC(=O)C[C@@H]1C=C[C@@H](NC(=O)C2CCC2)[C@@H](CO)O1	22	-6	·	·	-10	-3	-8	·
CNC[C@H]1Oc2c(NS(=O)(=O)c3ccc(F)cc3)cccc2C(=O)N([C@@H](C)CO)C[C@@H]1C	1	-11	-4[16.7 µM]	-9	-3	·	-6	-1
Oc1[nH]c2ccccc2c1N=Nc1ccc(F)cc1	1	-21	·	·	·	10	-112	·
COc1ccc2c3c(n(C)c2c1)[C@@H](CO)N(Cc1ccccc1F)CC31CN(C(=O)C2CC2)C1	0	-3	·	·	4	·	11	·
Cc1ccc(C2CC(c3ccccc3)n3ncnc3N2)cc1 (stereo unspecified)	-1	-3	-7	1	12	-10	-25	1
CCOC(=O)c1cccc(NC(=O)Nc2ccc(OCC)cc2)c1	-6	84*	·	·	1	1	-55	·
C[C@H](CO)N1C[C@H](C)[C@@H](CN(C)Cc2ccc(C(F)(F)F)cc2)Oc2ccc(NC(=O)CCCCCC(=O)Nc3ccccc3N)cc2C1=O	-2	-15	·	8	5	·	-11	·
CC(=O)OCC[C@H](NS(=O)(=O)OCC(Cl)(Cl)Cl)c1ccccc1	1	-7	35	-3	-8	-7	-11	3
CNC(=O)C[C@H]1CC[C@@H]2[C@H](COC[C@@H](O)CN2C(=O)c2ccccn2)O1	1	-2	2[16.7 µM]	-1	-19	-6	1	0
Cc1ccccc1-c1ccc(C2[C@@H]3CN(C(=O)C4CC4)C[C@H]2N3)cc1 (stereo partly specified)	-1&0	28&-10	·	-6&1	0&0	17&-1	-1	·

Compounds from the list above containing a carbonyl joined to an NH by a bond outside any ring (4):
SMILES	CASP6 VEID inh	EWS-Fli inh	miR122 inh	PGC1a acetyl inh	LGR2 inh	FN deposition inh	PAX8 reporter	Cneo AK release
COC(=O)C[C@@H]1C=C[C@@H](NC(=O)C2CCC2)[C@@H](CO)O1	22	-6	·	·	-10	-3	-8	·
CCOC(=O)c1cccc(NC(=O)Nc2ccc(OCC)cc2)c1	-6	84*	·	·	1	1	-55	·
C[C@H](CO)N1C[C@H](C)[C@@H](CN(C)Cc2ccc(C(F)(F)F)cc2)Oc2ccc(NC(=O)CCCCCC(=O)Nc3ccccc3N)cc2C1=O	-2	-15	·	8	5	·	-11	·
CNC(=O)C[C@H]1CC[C@@H]2[C@H](COC[C@@H](O)CN2C(=O)c2ccccn2)O1	1	-2	2[16.7 µM]	-1	-19	-6	1	0

Later entries:
SMILES	CASP6 VEID inh	EWS-Fli inh	miR122 inh	PGC1a acetyl inh	LGR2 inh	FN deposition inh	PAX8 reporter	Cneo AK release
CCN(CC(=O)Nc1ccc(C(C)=O)cc1)CC(=O)Nc1cccc(OC)c1	3	7	·	·	-3	-6	-9	·
CC(=O)NC(=S)NNC(=O)c1ccc(Br)cc1	-6	11	0	8	0	2	-8	·
CO[C@H]1CC[C@H]2CCN(C)C(=O)[C@@H](C)[C@H](OC)CN(C)C(=O)c3cc(C#N)ccc3OC[C@H]1O2	-5	1	·	17	-9	-8	1	-3
CC(C)c1ccc(NC2CCCN(C(=O)c3ccc4nccnc4c3)C2)cc1 (stereo unspecified)	-2	·	-3	14	-1	-24	-105	0
O=C(NCc1ccc(N2CCCC2=O)cc1)c1cccc(Cl)c1	0	1	·	·	3	-8	-3	-5
NC(=O)c1ccc(NC(=O)CN2CCN(c3ccc(Cl)cc3)CC2)cc1	-2	16	·	·	-7	5	19	·
CC(C)c1ccccc1NC(=S)N1CCN(Cc2ccc3c(c2)OCO3)CC1	-2	11	·	·	-1	-5	6	·
CCC(=O)Nc1ccc2c(c1)C(=O)N(C)C[C@@H](OC)[C@H](C)CN(Cc1ccccc1F)[C@@H](C)CO2	-1	-1	·	-10	33	0	3	-1
Cc1nc2ccccc2c(=O)n1-c1ccc(NS(=O)(=O)c2ccc(F)cc2)cc1	1	-1	·	·	16	-3	10	·
CCCCC(O)(c1ccccc1)C(CN1CCOCC1)c1ccccc1 (stereo unspecified)	10	19	-6	-16	-6	-5	9	2

Part of the list above with just PAX8 reporter:
compound,PAX8 reporter
CCC(=O)Nc1ccc2c(c1)C(=O)N(C)C[C@@H](OC)[C@H](C)CN(Cc1ccccc1F)[C@@H](C)CO2,3
Cc1nc2ccccc2c(=O)n1-c1ccc(NS(=O)(=O)c2ccc(F)cc2)cc1,10

Other records follow.
SMILES	CASP6 VEID inh	EWS-Fli inh	miR122 inh	PGC1a acetyl inh	LGR2 inh	FN deposition inh	PAX8 reporter	Cneo AK release
COc1ccc(NC(=O)N(C)C[C@H]2Oc3ccc(NS(=O)(=O)c4cccs4)cc3C(=O)N([C@H](C)CO)C[C@@H]2C)cc1	4&-1	-5&-19	-8[16.7 µM]	-10&4	12&2	-5	-8	-2&10
Cc1ccc(OCc2nnc(N)s2)cc1	-1	-25	-2	-1	-14	-3	-45	·
CO[C@@H]1CN(C)C(=O)c2ccc(NC(=O)C3CC3)cc2OC[C@@H](C)N(C(=O)C2CCCCC2)C[C@H]1C	4	·	·	-8	-4	4	-12	·
COc1ccc2o/c(=N/NC(=O)c3cccs3)c(C(N)=O)cc2c1	1	-90	·	·	·	10	-107	·
Cc1cc(C)c(C(=O)CC(=O)c2cccnc2)c(C)c1	-4	17	1	3	3	·	9	-1
CO[C@H](CN(C)Cc1nccs1)[C@H](C)CN([C@@H](C)CO)S(=O)(=O)c1ccc(F)cc1	-2	-7	·	4	-12	-16	·	3
COc1ccc(N(C)S(=O)(=O)c2ccc3c(c2)CCC(=O)N3)cc1	27	9	-3	4	1	·	·	-3
COc1ccc(-c2csc(NC(=O)c3ccc(OCC(=O)N4CCOCC4)c(OC)c3)n2)cc1	-1	0	-3	-16	92*	4	35	1
CC(C)NC(=O)N(C)C[C@@H]1Oc2ccc(N(C)C)cc2C(=O)N([C@@H](C)CO)C[C@H]1C	-1	5	-9[16.7 µM]	2	1	-3	-14	-8
Cc1noc(C)c1NC(=O)Nc1ccc2c(c1)CC(=O)N([C@H](C)CO)C[C@@H](C)[C@@H](CN(C)C(=O)Nc1ccc(F)cc1)O2	-1	-4	0[16.7 µM]	6	1	·	14	0

Quoted at random: five entries already listed, in no set order.
SMILES	CASP6 VEID inh	EWS-Fli inh	miR122 inh	PGC1a acetyl inh	LGR2 inh	FN deposition inh	PAX8 reporter	Cneo AK release
Cc1ccc(OCc2nnc(N)s2)cc1	-1	-25	-2	-1	-14	-3	-45	·
COc1ccc(N(C)S(=O)(=O)c2ccc3c(c2)CCC(=O)N3)cc1	27	9	-3	4	1	·	·	-3
CO[C@H](CN(C)Cc1nccs1)[C@H](C)CN([C@@H](C)CO)S(=O)(=O)c1ccc(F)cc1	-2	-7	·	4	-12	-16	·	3
COc1ccc2o/c(=N/NC(=O)c3cccs3)c(C(N)=O)cc2c1	1	-90	·	·	·	10	-107	·
CC(C)NC(=O)N(C)C[C@@H]1Oc2ccc(N(C)C)cc2C(=O)N([C@@H](C)CO)C[C@H]1C	-1	5	-9[16.7 µM]	2	1	-3	-14	-8

Going on with the list.
SMILES	CASP6 VEID inh	EWS-Fli inh	miR122 inh	PGC1a acetyl inh	LGR2 inh	FN deposition inh	PAX8 reporter	Cneo AK release
CO[C@H]1CN(C)C(=O)c2cc(NC(=O)c3cnccn3)ccc2OC[C@H](C)N(C(C)=O)C[C@H]1C	-1	1	·	7	-4	5	-1	0
COc1ccccc1S(=O)(=O)N1CC[C@@H]2[C@@H](CO)Nc3ccc(-c4ccccc4F)cc3[C@@H]21	0	-10	18[16.7 µM]	-3	6	2	-1	-16
CCOC(=O)C1=CCN(S(=O)(=O)c2ccc(C)cc2)C1c1ccc(Cl)cc1 (stereo unspecified)	-3	0	2	-29	9	1	-1	0
CN1CCN(C(=O)C2=C[C@@H](c3ccc(Br)cc3)C[C@@H](OCc3ccc(CO)cc3)O2)CC1	0&-3	1&0	·	7	-20	-6	4	-2&-1
CC(=O)Nc1nc(C)c(-c2csc(Nc3ccc(S(N)(=O)=O)cc3)n2)s1	2	2	-13	-7	19	4	15	0
CCCS(=O)(=O)N1CCN(C(=O)COc2ccccc2)CC1	·	·	4	9	·	5	-12	0
CC(=O)Nc1ccc(S(=O)(=O)NCCC(=O)OCc2csc(CC(=O)Nc3ccccc3C)n2)cc1	0	5	4	2	-1	9	-4	·
CSc1ncc(C(=O)Nc2cccc(Cl)c2C)c(C)n1	2	-7	·	-1	-7	1	10	0
O=C(O)CCC(=O)N1N=C(c2ccccc2)CC1c1ccc2c(c1)OCO2 (stereo unspecified)	2	8	3	-1	-9	-1	18	0
O=C(NCc1cccs1)c1cc(-c2ccccc2)nn1CC1CC(c2cccnc2)=NO1 (stereo unspecified)	·	13	5	-2	3	3	2	-1
Cc1ccc2c(NCc3ccco3)nc(NC(C)C)nc2c1	-3	20	·	·	7	-14	34	·
O=C(c1ccc(F)cc1)N1CC(=O)N2[C@@H](CO)[C@H](c3ccc(C#CC4CC4)cc3)[C@@H]2C1	1	-12	·	13	-1	3	14	·
COc1cc(-c2nc3n(c(=O)c2C#N)CCS3)cc(OC)c1OC	-1	-1	·	·	-26	-2	5	-2
Cc1noc(C)c1NC(=O)N[C@H]1C=C[C@@H](CC(=O)N2CCN(C)CC2)O[C@H]1CO	-1	-3	·	0	14	·	3	-1
O=C(c1cccs1)N1CCC(c2nc(-c3ccc(S(=O)(=O)N4CCOCC4)cc3)no2)CC1	·	·	-1	7	17	2	·	2
CCN(c1ccccc1)c1ncnc2c1cnn2-c1ccccc1	-2	-101	1	14	-51	1	-164	-3
CN(C)C(CNc1nnnn1-c1ccccc1)c1ccco1 (stereo unspecified)	·	·	25	12	·	4	7	-2
CCCCN1CC(N2CCN(CCO)CC2)CS1(=O)=O (stereo unspecified)	7	-13	3	-3	-10	-5	5	-1
C(=C\c1ccccc1)/CSc1nnc(-c2ccccc2)n1Cc1ccco1	·	·	89	8	-1	0	·	·
O=C(CSc1ncc(-c2ccccc2)n1C1CCCC1)N1CCc2ccccc21	-2	1	-2	-9	-5	·	·	0
CCOC(=O)/C=C1\SCC(=O)N1CC(=O)NC(C)c1ccc(F)cc1 (stereo unspecified)	-2	·	·	·	0	4	-2	·
C[C@H]1CCCCO[C@@H](CN(C)C(=O)C2CCCCC2)[C@@H](C)CN([C@@H](C)CO)C(=O)c2cc(NC(=O)CCC(F)(F)F)ccc2O1	0	4	-7[16.7 µM]	4	3	·	·	2
CCC(=O)Nc1ccc2c(c1)C(=O)N(C)C[C@H](OC)[C@@H](C)CN(C(=O)Cc1cccnc1)[C@@H](C)CO2	·	1	0[16.7 µM]	13	10	-4	·	0
O=C(c1cc(COc2ccc(F)c(F)c2)on1)N1CCN(C2CCCCC2)C(=O)C1	4	-18	-3	·	2	12	-27	1
